Growth percent in the NCI-60 one-dose screen (48 h, 10 µM unless noted): 100 = growth as untreated, 0 = no growth, -100 = all killed.
CCRF-CEM: CCRF-CEM leukemia; AID 1794778; 77,000 tested, 7% active
MDA-MB-231: MDA-MB-231 breast cancer; 81,000 tested, 5% active; AID 1794789
MDA-MB-468: MDA-MB-468 breast cancer. 78,000 tested, 8.5% active
MOLT-4: MOLT-4 leukemia cells; 80,000 tested, 6.9% active; AID 1794779
SR: SR leukemia cells. 73,000 tested, 8.7% active
K-562: K-562 leukemia; 78,000 tested, 7.4% active; AID 1794777
RPMI-8226: RPMI-8226 leukemia cells; 77,000 tested, 7.5% active; AID 1794781
MCF7: MCF7 breast cancer | 82,000 tested, 6.3% active
An asterisk follows results filed as active; nt = not tested or not shown; & = joins results of further samples; ! = not active in a repeat. The calls were made as follows: active = growth percent below 10; inactive = the rest. Not all compounds are listed (hit frequency here may not be typical).

smiles	CCRF-CEM	MDA-MB-231	MDA-MB-468	MOLT-4	SR	K-562	RPMI-8226	MCF7
CC(C#N)N1CCN(c2ccc(Cl)cc2)CC1 (stereo not drawn)	94	111	97	98	116	108	94	93
COc1cc2c(c(OC)c1OC)-c1ccc(O)cc1[C@@H](NC(C)=O)CC2	-8.8*!	-7.1*	-7.5*	-8.2*!	-4.9*!	3.2*	-18*!	6.5*!
OCCNC1CCCCC1	103	114	109	89	94	101	108	101
COc1cc(NC(=O)CN(CCCl)CCCl)cc(OC)c1OC	66	96	71	66	31	96	91	61
C=CC(=O)NC(O)C(Cl)(Cl)Cl (stereo not drawn)	nt	115	121	84	91	97	102	105
COc1ccc(C(=O)c2sc3nc4c(cc3c2N)N2CCC4CC2)cc1OC	75	67	72	77	83	73	51	85
C[C@]12CC[C@H]3[C@@H](C[C@@H]4SC(c5ccc(F)cc5)=N[C@@]45CC(=O)CC[C@]35C)[C@@H]1CCC2=O	92	107	106	101	97	98	108	93
COc1cccc(C=C2C(=O)NC(=S)NC2=O)c1O	98	100	97	97	93	94	101	102
[O]=[Sn]([CH]1CCCCC1)[CH]1CCCCC1	-42*	-78*	-92*	6.6*	15	-8.9*	nt	-88*
CCCOC(=O)CCl	98	nt	90	109	101	118	101	94
CN(C)C(OCCCC(=O)O)C(Cl)(Cl)Cl (stereo not drawn)	98	111	111	122	132	111	100	98
C1CC2NCCC3NCCC(N1)N32 (stereo not drawn)	134	100	109	143	nt	95	82	135
Nc1cccc2ccccc12	27	102	105	56	88	87	77	90
CC1(C)N=C(N)N=C(N)N1c1ccc(CCCC(=O)Nc2ccccc2S(=O)(=O)F)cc1	107	116	99	106	101	78	101	98
C#CC(O)(CC)CC	103	96	101	90	102	94	107	95
CC12CCC3C(C=CC45CC(O)CCC34C5)C1CCC2OC1CCCCO1 (stereo not drawn)	97	97	99	100	91	99	96	103
C=CCC1(C(C)CCC)C(=O)NC(=S)N(C)C1=O (stereo not drawn)	75	103	99	91	90	103	98	90
CC1=C(Cl)C(P2(=O)Oc3ccccc3-c3ccccc32)CP(=O)(c2ccccc2)C1 (stereo not drawn)	98	90	nt	98	nt	103	100	84
N[C@H](C[C@@H]1CC(Br)=NO1)C(=O)O	86	100	90	87	74	97	102	97
S=P(c1ccccc1)(N1CC1)N1CC1	109	115	105	86	68	90	87	97
CC(=O)C1CC2c3ccccc3C1c1ccccc12 (stereo not drawn)	94	102	99	104	nt	nt	103	95
CCCCNC(c1ccc2c(c1)OCO2)C(O)c1ccc2c(c1)OCO2 (stereo not drawn)	100	101	97	99	104	106	100	88
O=C1NC(=O)C(=Cc2ccc(OCCCCC3CCCCC3)c(Cl)c2)C(=O)N1	90	100	101	97	106	88	98	89
c1ccc(P(OCCCCOP(c2ccccc2)c2ccccc2)c2ccccc2)cc1	86	89	94	66	95	nt	90	94
ClCc1cc2c(cc1Cl)OCO2	98	100	98	98	104	96	98	96
COC(=O)CCn1c(-c2ccc(-n3cc(-c4ccc(O[C@H]5O[C@@H]6OC7(C)CC[C@H]8[C@H](C)CC[C@@H]([C@H]5C)[C@@]68OO7)cc4)nn3)cc2)nc2ccccc21	28	35	11	11	-12*	21	20	11
Cc1nc(N)n[nH]1	103	103	105	104	111	96	110	110
C[C@]12CC[C@H]3[C@@H](C[C@@H]4SC(N)=N[C@@]45C/C(=N/O)CC[C@]35C)[C@@H]1CCC2=O	84	104	62	94	37	37	96	73
CC(Br)C(=O)c1ccccc1 (stereo not drawn)	98	93	nt	109	95	118	82	90
CCC(=O)OC1(c2ccccc2)CCN(C)C1C (stereo not drawn)	72	92	102	57	nt	56	94	91
O=C1NC(=O)C(=Cc2cccnc2)C(=O)N1	92	99	97	118	nt	110	107	101
NCCc1cc(O)c(O)cc1O	66	94	96	87	98	102	48	105
CCOc1ccc2c(c1)CCNC2C (stereo not drawn)	117	136	104	92	95	91	113	93
C[N+]1(C)C2CCC1CC(OC(=O)C(CO)c1ccccc1)C2 (stereo not drawn)	104	101	110	113	111	115	113	90
CC(C)CC(C)OP(=S)(S)OC(C)CC(C)C (stereo not drawn)	105	103	78	113	102	111	100	88
CC(=O)Cc1ccc(Cl)cc1	93	98	107	82	92	100	99	94
O=c1cc2n(-c3ccccc3)nc(-c3ccccc3)nc-2cc1N1CC1	86	80	76	68	81	83	102	87
C1CC[C@@H]2NCCC[C@H]2C1	103	nt	102	101	100	119	100	91
CN1C2CCC1[C@@H](COC(=O)c1ccccc1)[C@@H](O)C2 (stereo partly drawn)	94	103	86	98	105	81	78	97
C[C@H](c1ccccc1Cl)n1cc(C(N)=O)nn1	101	110	89	104	106	94	108	96

Look-ups from the list:
O=C1NC(=O)C(=Cc2cccnc2)C(=O)N1 – MOLT-4: 118
c1ccc(P(OCCCCOP(c2ccccc2)c2ccccc2)c2ccccc2)cc1 – RPMI-8226: 90
NCCc1cc(O)c(O)cc1O – CCRF-CEM: 66
CCOc1ccc2c(c1)CCNC2C (stereo not drawn) – K-562: 91
CC(C)CC(C)OP(=S)(S)OC(C)CC(C)C (stereo not drawn) – RPMI-8226: 100
COC(=O)CCn1c(-c2ccc(-n3cc(-c4ccc(O[C@H]5O[C@@H]6OC7(C)CC[C@H]8[C@H](C)CC[C@@H]([C@H]5C)[C@@]68OO7)cc4)nn3)cc2)nc2ccccc21 – K-562: 21
Cc1nc(N)n[nH]1 – K-562: 96

In a second layout: entries from further up.
Second line of a record – CCRF-CEM | MDA-MB-231 | MDA-MB-468 | MOLT-4 | SR | K-562 | RPMI-8226 | MCF7
- C=CC(=O)NC(O)C(Cl)(Cl)Cl (stereo not drawn)
  nt | 115 | 121 | 84 | 91 | 97 | 102 | 105
- COc1ccc(C(=O)c2sc3nc4c(cc3c2N)N2CCC4CC2)cc1OC
  75 | 67 | 72 | 77 | 83 | 73 | 51 | 85

(listing goes on)
smiles	CCRF-CEM	MDA-MB-231	MDA-MB-468	MOLT-4	SR	K-562	RPMI-8226	MCF7
CCc1cccc(CC)c1NC(=NCCN1CC1)Nc1c(CC)cccc1CC	68	75	48	43	54	58	67	52
CC(CC(C(N)=O)(c1ccccc1)c1ccccc1)N(C)C (stereo not drawn)	101	113	102	98	89	92	106	104
C[C@]12CCc3sc(Nc4ccccc4Cl)nc3C1=CC[C@@H]1[C@@H]2CC[C@]2(C)C(=O)CC[C@@H]12	88	103	109	88	103	85	95	93
O=[N+]([O-])c1ccccc1CBr	88	105	102	96	nt	99	92	88
CCCCCCCCCC(=O)N[C@@](C)(CC)C(=O)N1CCC[C@H]1C(=O)N[C@@H](CC(C)C)C(=O)N[C@@](C)(CC)C(=O)N[C@@H](CCC(N)=O)C(=O)N[C@H](CCC(N)=O)C(=O)NC(C)(C)C(=O)NC(C)(C)C(=O)N[C@@H](CCC(N)=O)C(=O)N[C@H](CC(C)C)C(=O)N[C@H](CO)CC(C)C	-41*	-99*	-92*	-25*	-31*!	-16*!	-32*	-78*
O=C1Nc2ccccc2C1(Cl)Cl	100	90	91	99	110	109	109	99
NC(=O)NC(=O)CCl	120	99	90	120	90	104	88	79
CC(=O)OC[C@]1(C)C=C2C(=O)[C@](C)(O)C3(CC3)C(C)=C2[C@H]1OC(=O)N(C)CCN(C)C(=O)OC(C)(C)C	20	4.3*	-62*	10	14	nt	33	2.7*
CCCCOP(=O)(CCCC)OCCCC	104	112	93	110	112	121	102	90
CCN(CC)CCOC(=O)C(O)(c1ccccc1)c1ccccc1	101	98	94	103	105	102	101	109
CCCCNP(=O)(Oc1ccccc1)Oc1ccccc1	82	92	100	72	nt	82	89	96
CC12CCC3C(CCCC4CC(=O)CCC43C)C1CCC2O (stereo not drawn)	97	96	95	95	92	96	nt	110
CC(=O)OCC(=O)OC1CCC2C3CCC4=CC(=O)CCC4(C)C3CCC12C (stereo not drawn)	84	112	97	83	75	91	86	96
O=C(CCl)NC(O)C(Cl)(Cl)Cl (stereo not drawn)	nt	108	108	105	97	104	103	95
O=C(O)c1nn(Cc2ccc(Cl)cc2)c2ccccc12	99	107	105	111	97	104	98	100
Nc1ccc(CC2=NCCN2)cc1	114	97	115	100	104	96	118	111
COC(=O)[C@@H](C)C[C@H](Cc1ccccc1)NC(=O)c1csc([C@@H](C[C@H](C(C)C)N(C)C(=O)[C@@H](NC(=O)[C@H]2CCCCN2C)C(C)C)OC(C)=O)n1	0.4*	1.4*	-11*	4.5*	6.8*	1.5*	8.3*	20
COC(=O)C1=C(Nc2ccccc2)C(=O)OC12C(=O)Nc1ccc([N+](=O)[O-])cc12 (stereo not drawn)	86	93	111	101	92	98	84	99
COc1ccc(C(Cc2ccc(Cl)cc2)NCCO)cc1 (stereo not drawn)	81	66	94	77	82	82	86	88
CCC(=O)O[C@H]1CCC2C3CCC4=CC(=O)CC[C@]4(C)C3CC[C@@]21C (stereo partly drawn)	92	96	114	nt	nt	97	nt	118
CCCCC(C(=O)c1ccccc1)N1CCOCC1 (stereo not drawn)	101	113	92	100	108	105	100	104
COP(=O)(OC)C(O)c1ccc(Cl)cc1 (stereo not drawn)	112	123	108	119	96	117	104	98
COC(=O)C12CC(NC(=O)c3csc([C@@H](C[C@H](C(C)C)N(C)C(=O)[C@@H](NC(=O)[C@H]4CCCCN4C)C4CC4)OC(C)=O)n3)(C1)C2	17	-0.5*	30	16	17	7.7*	23	19
CC1CC2CC(=O)CCC2(C)C2CCC3(C)C(O)CCC3C12 (stereo not drawn)	89	135	91	106	97	nt	76	129
C[C@H](OC(N)=O)[C@@H](O)c1ccccc1Cl	104	103	94	113	124	111	108	107
Nc1cccc(SC2CC(=O)N(c3ccc(Cl)cc3C(=O)c3ccccc3)C2=O)c1 (stereo not drawn)	41	105	nt	34	79	23	49	96
O=C(/C=C/c1ccc(Br)cc1)c1nc2ccccc2n1Cc1ccc(Br)cc1	10	nt	-74*	-4.0*	-14*	0.9*	-9.1*	3.7*
CC[C@@]1(O)C(=O)OCc2c1cc1n(c2=O)Cc2cc3ccccc3nc2-1	-28*	29	nt	-17*	-3.0*	0.6*	-40*	2.1*
CNC(=O)Oc1ccc(N=Nc2ccccc2)cc1	60	112	95	92	82	102	93	106
O=C(Nc1ccc(Cl)cc1)N1CC1	106&102	90&104	108&109	97&99	98&110	92	99&113	95&92
C[N+](C)(C)CC1CCCC1	93	114	110	102	95	87	100	95
O=C(Nc1ccncc1F)c1cn(Cc2ccc(Cl)cc2Cl)c2ccccc12	102	92	82	87	126	90	79	69
O=C1CN=C(c2ccc(Cl)cc2)c2sccc2N1	97	100	104	96	87	88	98	96
Fc1c[c-]c(-c2ccccn2)c(F)c1.[CH3-].[Pt+2].c1ccc([PH+](c2ccccc2)c2ccccn2)cc1	9.3*	-71*	-22*	8.9*	-2.4*	4.9*	-8.2*	-16*
N#C/C(=C\c1cc2ccccc2nc1Cl)C(=O)c1cn(Cc2ccccc2)c2ccc(F)cc12	103	93	101	101	83	88	nt	88
O=C1NC(=O)C(Cc2ccccc2)(Cc2ccccc2)C(=O)N1	101	99	113	100	100	87	96	95
c1ccc(CCN2CCCC2)nc1	97	105	107	102	100	93	102	92
CC(O)c1ccc(Br)cc1 (stereo not drawn)	95	109	122	91	81	111	102	97
CC(C)CN(CC(C)C)CC(O)c1ccc(Br)cc1 (stereo not drawn)	93	105	109	91	nt	103	106	96
O=C1NC(=O)C(Nc2ccc(Cl)c(Cl)c2)C(=O)N1	89	88	109	92	125	73	105	100

Part of the list above in order of length of the SMILES, highest first:
smiles	CCRF-CEM	MDA-MB-231	MDA-MB-468	MOLT-4	SR	K-562	RPMI-8226	MCF7
N#C/C(=C\c1cc2ccccc2nc1Cl)C(=O)c1cn(Cc2ccccc2)c2ccc(F)cc12	103	93	101	101	83	88	nt	88
COP(=O)(OC)C(O)c1ccc(Cl)cc1 (stereo not drawn)	112	123	108	119	96	117	104	98
CC(O)c1ccc(Br)cc1 (stereo not drawn)	95	109	122	91	81	111	102	97

(list continues)
smiles	CCRF-CEM	MDA-MB-231	MDA-MB-468	MOLT-4	SR	K-562	RPMI-8226	MCF7
c1ccc(CCN2CCCCC2Cc2ccccc2)cc1 (stereo not drawn)	105	96	103	93	89	101	107	96
CN(N=O)C1CCCCC1	103	114	131	nt	nt	nt	103	101
COc1cc(/C=C\c2cc(OC)c(OC)c(OC)c2)cc(NS(=O)(=O)c2cccc(Cl)c2)c1OC	9.7*	27	47	9.3*	nt	11	18	7.6*
COc1ccc(C2C3CCC(C3)C2N)cc1 (stereo not drawn)	93	94	92	98	106	99	101	92
CCCCCCCCOP(=O)(OCCCCCCCC)C(O)C(Cl)(Cl)Cl (stereo not drawn)	93	99	112	74	93	88	95	97
CCOP(=S)(N1CC1C)N1CC1C (stereo not drawn)	nt	109	94	86	76	95	91	92
S=P(NCCSCc1ccccc1)(N1CC1)N1CC1	102	121	95	84	81	96	107	95
CC(=O)Oc1ccccc1C(=O)NCCC[Se]C#N	23	-39*	19	11	nt	30	91	15
N#CCCCCCBr	nt	111	103	97	99	95	100	96
O=C(c1cccc(O)c1O)c1cn(Cc2ccc(F)cc2)c2cccc(O)c12	4.4*	39	27	4.3*	nt	22	9.2*	27
CC1NC(=O)NC(=O)C1Br (stereo not drawn)	97	106	102	98	99	98	113	99
Cc1ccc(S(=O)(=O)N/N=C\c2ccc(N(CCCl)CCCl)cc2)cc1	71	100	93	67	41	89	79	75
Cc1cc([N+](=O)[O-])cc([N+](=O)[O-])c1OC(=O)N(C)C	98	108	99	92	92	97	95	92
CC1(C)N=C(N)N=C(N)N1c1ccc(CCCCc2ccc(S(=O)(=O)F)cc2)c(Cl)c1	11	34	7.5*	18	33	13	9.2*	-0.1*
C[C@@H]1C[C@H]2[C@@H]3CC[C@H](O)[C@@]3(C)CC[C@@H]2[C@@]2(C)CCC(=O)C=C12	98	104	102	94	109	95	101	118
NC(=O)C(CCl)NCc1ccccc1 (stereo not drawn)	79	112	115	92	83	111	118	92

Screening data (PubChem BioAssay)
